Screening data from PubChem.
KOR beta-arrestin-1: KOR antagonists, beta-arrestin recruitment, cell-based, luminescence, uHTS (AID 1778). actives 0.091% (n = 290,000). KOR beta-arrestin recruitment, luminescence, antagonist mode; higher % means a stronger effect. inhibition, % at 10 µM, or IC50 in µM where a hit was titrated; also: strong numbers were not always called active
KOR beta-arrestin-2: KOR agonists, beta-arrestin recruitment, primary screen, cell-based, luminescence, uHTS (AID 1777) | activation, % at 10 µM, or EC50 in µM where a hit was titrated | KOR beta-arrestin recruitment, luminescence; higher % means a stronger effect | actives 0.02% (n = 280,000); in the data active = activation above about 50%, passing the limit was not always enough; also: a part of the inactive calls stands beside numbers as strong as those of hits
NOD2 inhibition: inhibition of NOD2-driven NF-kB reporter – cell-based, luminescence, uHTS, HEK293 (AID 1566) | HEK293 NOD2/NF-kB luciferase reporter, luminescence; higher % means a stronger effect | inhibition, % at 4 µM; hits with a dose series show EC50 in µM | actives 0.63% (n = 290,000); also: many of its hits are not listed in these tables
Myeloid diff 2: myeloid differentiation induction | ER-HoxA9 myeloid progenitors, lysozyme-GFP differentiation, flow cytometry | calls only at 10 µM | actives 1% (n = 360,000) | AID 624256;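 active = normalized GFP-positive differentiation at or above the plate's own cutoff, the solvent-only control mean plus 3 SD; inconclusive = no clear call, values can overlap the other calls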;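 also: cells exposed to compound for four days before flow analysis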
Salmonella PhoP GFP: inhibitors of PhoP regulon expression, primary screen, Salmonella Typhimurium, GFP reporter (AID 1863). actives 0.16% (n = 300,000). inhibition, % at 50 µM, or IC50 in µM where a hit was titrated. S. Typhimurium PhoP-regulated promoter GFP reporter, 4 h; higher % means a stronger effect;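 active = inhibition over 29.93%, a cutoff 3 SD above the screen mean, later confirmed by dose response; inconclusive = inhibition over 29.93% but no dose response follow-up; inactive = inhibition at most 29.93% or unconfirmed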;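 also: 0% = low Mg2+ inducing control and 100% = high Mg2+ repressing control; strong numbers were not always called active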
NOD1 inhibition: NOD1 signaling inhibitors, primary screen, cell-based, luminescence, uHTS (AID 1578) | one-dose inhibition, % at 4 µM; EC50 in µM for titrated hits | NOD1-driven NF-kB luciferase reporter cells, luminescence; higher % means a stronger effect | actives 1% (n = 290,000); in the data active = inhibition mostly above about 36%, no sharp cut-off; inactive = mostly below about 34%;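 also: HEK-293T reporter cells stimulated with the NOD1 agonist gamma-tri-DAP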
SIAH1 antagonists: Siah-1 peptide-binding antagonists, primary screen, biochemical, fluorescence polarization, rhodamine-plectin, uHTS (AID 1817); Siah-1 / rhodamine-plectin peptide fluorescence polarization; higher % means a stronger effect; displacement, % at 20 µM; hits with a dose series show IC50 in µM; actives 0.02% (n = 290,000);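 active = displacement of at least 50% at 20 µM, with a fluorescence ratio check between 0.3 and a set limit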;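 also: plate controls were Siah plus tracer with DMSO for no effect and tracer alone without Siah for full effect; strong numbers were not always called active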
HIV fusion peptide: cell-free HIV fusion peptide-binding blockers – biochemical, uHTS, fluorescence dequenching, primary screen (AID 1986); cell-free peptide binding, fluorescence dequenching, 30 min; higher % means a stronger effect; one-dose inhibition, % at 20 µM; IC50 in µM for titrated hits; actives 0.3% (n = 290,000); in the data active = inhibition mostly above about 52%, no sharp cut-off; inactive = mostly below about 76%; also: some results filed as inactive read as strong as hits
LYP inhibition: inhibitors of LYP phosphatase, biochemical, fluorescence intensity, uHTS (AID 1779); actives 0.054% (n = 290,000); one-dose inhibition, % at 11.5 µM; IC50 in µM for titrated hits; recombinant LYP phosphatase, fluorescence intensity; higher % means a stronger effect;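 also: plate controls were vehicle with enzyme for no effect and no enzyme for full effect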
Myeloid diff 2 GFP+ MAC1+ %: recorded beside Myeloid diff 2, whose call it bears; GFP+ MAC1+ double positive, %; measured here: differentiation confirmed by MAC1 staining
An asterisk follows results filed as active; i = inactive; ? = inconclusive; / = not tested or not shown; [ ] = another dose, or the depositor's remark. Rule as the data show it, unless noted: active = inhibition above about 50%; inactive = the rest.

SMILES | KOR beta-arrestin-1 | KOR beta-arrestin-2 | NOD2 inhibition | Myeloid diff 2 | Myeloid diff 2 GFP+ MAC1+ % | Salmonella PhoP GFP | NOD1 inhibition | SIAH1 antagonists | HIV fusion peptide | LYP inhibition
O=C(Nc1ccc(C(=O)N2CCN(c3ccc(Cl)cc3)CC2)cc1)C1=CSCCO1 | 4.6% | -0.5% | 21.5% | i | 3.5 | -7.6% | -22.2% | -3.1% | -1.4% | -5.2%
CCCCCN1C=CC(=C2C(=O)c3ccccc3C2=O)C=C1 | 18.9% | -2.0% | 73.5%* | i | 0.2 | -5.8% | 93.3%* | 7.0% | 11.2% | -5.6%
COC(=O)c1sc(S(=O)(=O)Nc2ccc(Br)cc2)c(C(=O)OC)c1C | 1.5% | 0.5% | 15.8% | i | 0.4 | 10.6% | -13.1% | 12.1% | 12.7% | 4.0%
CC(C)OC(=O)CSc1nc2cccnc2n1-c1ccc(F)cc1 | -1.0% | 20.3% | 7.7% | i | 0.9 | 0.0% | 10.4% | 2.3% | -0.5% | -3.9%
CN(C)/C=C/C(=O)c1cnc(-c2ccc(Cl)cc2)s1 | -27.8% | 1.2% | -104.5% | i | 0.1 | 2.0% | -62.3% | 14.6% | 4.3% | 5.3%
Cc1nc2c(-c3ccccc3)cnn2c(N)c1-c1ccccc1 | -16.4% | -1.4% | 26.9% | ? | / | 10.2% | 14.9% | -4.4% | -1.6% | -1.5%
CCn1nnnc1SCC(=O)N1CCN(c2ccccc2)CC1 | -7.0% | -2.8% | 14.3% | i | 1.1 | -3.6% | 6.4% | -1.5% | -3.1% | -7.0%
O=c1c2ccccc2c(C=NCCO)c(O)n1-c1ccccc1 | 11.7% | -3.5% | -2.3% | i | 0.5 | -5.3% | -8.9% | -0.1% | -0.3% | 0.7%
Clc1ccc(-c2nnc(N3CCOCC3)o2)cc1 | 19.6% | -0.5% | -13.5% | i | 0.5 | -1.2% | -5.7% | 16.1% | -0.9% | -7.6%
CCn1cc(C(=O)NCc2ccc(C)o2)c2cc(OC)c(OC)cc2c1=O | -0.7% | 3.9% | -23.3% | i | 0.2 | -2.3% | -19.0% | -1.4% | -2.1% | -3.4%
Cc1ccccc1-c1ncc(CN2CCN(C3CCCCC3)C(CCO)C2)cn1 (stereo not given) | -33.9%[20 µM] | / | 11.6% | i | 0.3 | -2.6% | 8.6% | -3.4% | -0.7% | -9.3%
CN(C)S(=O)(=O)N1CCC(Oc2cccc(C(=O)N3CCCCCCC3)c2)CC1 | -16.2% | 10.0% | 25.3% | i | 1.3 | -8.9% | 14.2% | -6.0% | 0.9% | 0.0%
O=CN1CCN(C(C(=O)NC2CCCC2)c2cc3c(cc2[N+](=O)[O-])OCO3)CC1 (stereo not given) | 9.6% | -5.9% | 8.1% | i | 0.1 | -3.0% | -38.0% | 3.1% | 15.5% | -1.9%
CC(=O)Nc1ccc(S(=O)(=O)NCc2cn3ccsc3n2)cc1 | -10.5% | 7.1% | 17.6% | i | 0.9 | 0.4% | -2.1% | -3.0% | 4.2% | -5.5%
Cc1ccc(CCC(=O)Nc2ncc(Cc3cc(Cl)ccc3Cl)s2)o1 | -105.5% | 5.9% | -49.4% | / | / | -0.1% | -14.2% | 9.1% | 7.3% | 4.4%
COc1ccc(-c2c(C)oc3c(CN4CCCCC4C)c(O)ccc3c2=O)cc1OC (stereo not given) | 7.3% | -1.9% | 18.9% | i | 3.5 | -3.6% | -17.4% | 4.4% | -1.9% | 3.1%
CCN1CCN(C(=S)c2ccc(Cl)cc2)CC1 | 12.5% | -1.5% | 17.0% | i | 2.8 | 8.7% | -8.0% | 4.7% | 0.6% | 20.5%
CC(O)CNCCCOc1cccc(C(F)(F)F)c1 (stereo not given) | -37.2%[20 µM] | -3.1% | 6.6% | i | 0.3 | -1.4% | -23.7% | 39.2% | -0.3% | -6.3%
COc1ccccc1CN1C[C@@H]2C[C@@H](c3cccc(O)c3)N3CCC[C@@]23C1=O | 13.1%[20 µM] | / | -17.4% | i | 0.7 | -10.2% | -18.7% | -2.6% | -1.5% | -4.3%
CCn1c(SCC(=O)Nc2ccc(F)cc2)nnc1C1CC1 | -44.3% | -0.6% | -7.5% | i | 4.8 | -0.4% | -11.3% | 0.0% | 0.0% | -9.9%
COc1ccccc1C(=O)COC(=O)c1ccc(N(C)C)cc1 | 4.2% | -0.3% | -26.6% | i | 0.8 | -7.4% | -40.9% | 3.8% | -1.3% | 8.3%
Cc1cc(=O)cc(C)n1-c1ccccc1Br | -20.5%[20 µM] | -2.9% | -7.0% | i | 0.5 | -0.2% | -3.4% | 1.0% | 0.1% | -14.4%
COC(=O)CN(c1cc(Cl)ccc1OC)S(=O)(=O)c1ccc(C)cc1 | -6.1% | 4.7% | 8.0% | i | 0.3 | -1.6% | -4.2% | 1.3% | 1.3% | -3.0%
CC(C(=O)NCC1(c2ccccc2)CCCC1)N1CCOCC1 (stereo not given) | 31.3% | -4.7% | 10.3% | i | 1.2 | -1.4% | -10.5% | 1.2% | 0.4% | 0.2%
CC(C)(C)NC(=O)CSc1nnc(NC(=O)CCc2ccccc2)s1 | -23.7%[20 µM] | -4.5% | 3.0% | i | 0.6 | 2.0% | -11.8% | 11.5% | 1.4% | -7.6%

Only LYP inhibition and NOD1 inhibition, for six of the compounds above:
SMILES	LYP inhibition	NOD1 inhibition
CC(C)(C)NC(=O)CSc1nnc(NC(=O)CCc2ccccc2)s1	-7.6%	-11.8%
Clc1ccc(-c2nnc(N3CCOCC3)o2)cc1	-7.6%	-5.7%
O=c1c2ccccc2c(C=NCCO)c(O)n1-c1ccccc1	0.7%	-8.9%
Cc1cc(=O)cc(C)n1-c1ccccc1Br	-14.4%	-3.4%
COc1ccccc1CN1C[C@@H]2C[C@@H](c3cccc(O)c3)N3CCC[C@@]23C1=O	-4.3%	-18.7%
COC(=O)CN(c1cc(Cl)ccc1OC)S(=O)(=O)c1ccc(C)cc1	-3.0%	-4.2%

The listing continues.
SMILES | KOR beta-arrestin-1 | KOR beta-arrestin-2 | NOD2 inhibition | Myeloid diff 2 | Myeloid diff 2 GFP+ MAC1+ % | Salmonella PhoP GFP | NOD1 inhibition | SIAH1 antagonists | HIV fusion peptide | LYP inhibition
CCOC(=O)c1c(C)[nH]c(C)c1S(=O)(=O)N(C)CC(=O)Nc1cccc(C)n1 | -7.8% | -0.2% | 11.8% | i | 0.0 | -3.2% | -4.8% | -3.2% | 0.1% | -6.9%
CCOC(=O)c1c(C)[nH]c(C(=O)COC(=O)CCC(=O)c2ccc3c(c2)OCCO3)c1C | 16.8% | 12.8% | 15.2% | i | 1.2 | 1.7% | -4.2% | -2.4% | 3.1% | -2.7%
COc1ccc(CCNC(=O)Cn2ccc3cc(S(=O)(=O)N4CCCC4)ccc32)cc1OC | -30.7% | -5.1% | 6.9% | i | 0.9 | -3.7% | -28.7% | 9.3% | -1.0% | -10.4%
Cc1[nH]nc2c1C(c1ccco1)C(C#N)=C(N)O2 (stereo not given) | 17.1% | -0.2% | 18.4% | i | 0.4 | 3.2% | 1.7% | 3.3% | 1.6% | -1.3%
Cn1c(N)c(C(=O)Nc2ccccc2F)sc1=S | 22.3% | 2.6% | -3.4% | i | 0.8 | -3.9% | -10.8% | -1.8% | 1.1% | -4.3%
OCC1(Cc2ccccc2)CCCN(Cc2cn[nH]c2-c2ccccc2)C1 (stereo not given) | 10.1% | -1.7% | -8.8% | / | / | 3.4% | -35.0% | 13.2% | 0.1% | -9.1%
CCOC(=O)c1c(SCC(=O)Nc2nc(C)cs2)nc(=O)[nH]c1C | -19.4% | 3.3% | 11.1% | i | 1.9 | 1.7% | -2.7% | 12.4% | 0.0% | -9.7%
O=C(Nc1ccc(N2CCOCC2)c(Cl)c1)c1cc2ccccc2o1 | -33.8% | -0.3% | -69.1% | i | 0.2 | 0.7% | 44.0% | 1.8% | -0.5% | 2.3%
CCN1CCN(CCCNC(=O)CNC(=O)c2nn(-c3ccc(OC)cc3)c(=O)c3ccccc23)CC1 | -15.8% | -3.1% | -28.0% | i | 5.8 | 7.3% | -33.6% | 13.8% | 1.2% | -9.4%
CC(=O)NS(=O)(=O)c1ccc(NC(=S)NC(=O)Cc2ccccc2)cc1 | -6.1% | -6.2% | -2.8% | i | 0.9 | -2.4% | -14.8% | 2.7% | 1.4% | -7.5%
COc1ccc(Cn2ccc(=O)c(Cc3c(Cl)cccc3Cl)c2C)cc1 | 13.4% | 3.5% | 8.1% | i | 0.9 | 10.4% | -0.4% | -0.5% | -1.5% | -2.8%
O=C(Cc1ccc2c(c1)OCCO2)N1CCN(S(=O)(=O)c2cccc(C(F)(F)F)c2)CC1 | 27.8% | 13.4% | 1.0% | i | 0.2 | -12.0% | -13.0% | 1.7% | -0.4% | -5.8%
COCc1cc(=O)[nH]c(/N=C(\N)Nc2ccc(C)cc2C)n1 | 1.1% | -4.6% | 3.8% | i | 0.6 | -10.9% | -27.2% | 5.0% | 0.3% | -3.0%
NC(=O)CC(NC(=O)Cc1ccc(Br)cc1)c1ccc(NCCOc2ccccc2)c([N+](=O)[O-])c1 (stereo not given) | 39.1% | -1.2% | -22.1% | i | 0.9 | 0.4% | -5.8% | 11.9% | 1.2% | -7.5%
COc1ccc(CNC(=S)NCc2ccc(OC(C)C)cc2)cc1 | 5.3% | -2.3% | -1.7% | i | 0.0 | -11.6% | -12.0% | 6.8% | -1.6% | -5.6%
COc1coc(C(O)C[N+](=O)[O-])cc1=O (stereo not given) | -7.2% | 0.8% | -3.5% | i | 0.3 | -15.2% | -34.5% | 2.3% | 2.2% | -10.6%
CCCOC1CCCN(C(=O)c2ccc(OC3CCN(C(=O)CCOC)CC3)cc2)C1 (stereo not given) | 9.8% | -2.9% | 4.6% | i | 0.9 | -1.6% | -29.0% | 3.2% | -0.7% | -4.0%
CC(C)CN(C(=O)CSc1nncn1-c1ccccc1)c1c(N)n(CC(C)C)c(=O)[nH]c1=O | 7.4% | -1.8% | 7.3% | i | 0.7 | -10.4% | -19.1% | -5.4% | 1.7% | -3.1%
CC1(C)C(CO)=CC(=O)C2=C1SCC(=O)N2 | 6.2% | -1.6% | 3.4% | i | 0.4 | 2.6% | -14.4% | 5.8% | -0.7% | -0.3%
O=S(=O)(NCc1ccccn1)c1cc(Cl)ccc1Cl | -3.3% | 4.5% | -6.0% | i | 0.7 | -4.2% | 8.7% | 3.1% | -3.2% | -10.6%

Pulled by structure from above (2):
SMILES | KOR beta-arrestin-1 | KOR beta-arrestin-2 | NOD2 inhibition | Myeloid diff 2 | Myeloid diff 2 GFP+ MAC1+ % | Salmonella PhoP GFP | NOD1 inhibition | SIAH1 antagonists | HIV fusion peptide | LYP inhibition
COc1ccc(CNC(=S)NCc2ccc(OC(C)C)cc2)cc1 | 5.3% | -2.3% | -1.7% | i | 0.0 | -11.6% | -12.0% | 6.8% | -1.6% | -5.6%
CCOC(=O)c1c(C)[nH]c(C(=O)COC(=O)CCC(=O)c2ccc3c(c2)OCCO3)c1C | 16.8% | 12.8% | 15.2% | i | 1.2 | 1.7% | -4.2% | -2.4% | 3.1% | -2.7%

Not all compounds are listed. The share of hits here may be higher or lower than overall.
